From PubChem
ASAP1 inh – ASAP1 ArfGAP inhibition; Q9ULH1; ASAP1-stimulated ARF1 GTP hydrolysis, GDP FP detection; inhibition, % at 16.5 µM; 360,000 compounds, 0.19% hits; in the data active means inhibition above about 25%;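 further: 0% = vehicle with enzyme and substrate and 100% = no enzyme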
sPLA2-III inh – Blocks human group III sPLA2 activity; Q9NZ20; QFRET BODIPY PC-A2 liposome hydrolysis, fluorescence; inhibition, % at 12.2 µM; 370,000 compounds, 0.56% hits;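 active means inhibition above mean plus 3 SD of compounds lying within the high and low control bounds, cut at about 19% in these data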;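 further: 0% = median of test compound wells and 100% = no enzyme DMSO wells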
PLC-gamma1 inh – blocks human PLC-gamma1 enzyme activity; P19174; purified PLC-gamma1, fluorogenic substrate, fluorescence; inhibition, % at 12.2 µM; 370,000 compounds, 0.84% hits; in the data active means inhibition above about 9.5%
Target sequence (P19174 whole entry, looked up): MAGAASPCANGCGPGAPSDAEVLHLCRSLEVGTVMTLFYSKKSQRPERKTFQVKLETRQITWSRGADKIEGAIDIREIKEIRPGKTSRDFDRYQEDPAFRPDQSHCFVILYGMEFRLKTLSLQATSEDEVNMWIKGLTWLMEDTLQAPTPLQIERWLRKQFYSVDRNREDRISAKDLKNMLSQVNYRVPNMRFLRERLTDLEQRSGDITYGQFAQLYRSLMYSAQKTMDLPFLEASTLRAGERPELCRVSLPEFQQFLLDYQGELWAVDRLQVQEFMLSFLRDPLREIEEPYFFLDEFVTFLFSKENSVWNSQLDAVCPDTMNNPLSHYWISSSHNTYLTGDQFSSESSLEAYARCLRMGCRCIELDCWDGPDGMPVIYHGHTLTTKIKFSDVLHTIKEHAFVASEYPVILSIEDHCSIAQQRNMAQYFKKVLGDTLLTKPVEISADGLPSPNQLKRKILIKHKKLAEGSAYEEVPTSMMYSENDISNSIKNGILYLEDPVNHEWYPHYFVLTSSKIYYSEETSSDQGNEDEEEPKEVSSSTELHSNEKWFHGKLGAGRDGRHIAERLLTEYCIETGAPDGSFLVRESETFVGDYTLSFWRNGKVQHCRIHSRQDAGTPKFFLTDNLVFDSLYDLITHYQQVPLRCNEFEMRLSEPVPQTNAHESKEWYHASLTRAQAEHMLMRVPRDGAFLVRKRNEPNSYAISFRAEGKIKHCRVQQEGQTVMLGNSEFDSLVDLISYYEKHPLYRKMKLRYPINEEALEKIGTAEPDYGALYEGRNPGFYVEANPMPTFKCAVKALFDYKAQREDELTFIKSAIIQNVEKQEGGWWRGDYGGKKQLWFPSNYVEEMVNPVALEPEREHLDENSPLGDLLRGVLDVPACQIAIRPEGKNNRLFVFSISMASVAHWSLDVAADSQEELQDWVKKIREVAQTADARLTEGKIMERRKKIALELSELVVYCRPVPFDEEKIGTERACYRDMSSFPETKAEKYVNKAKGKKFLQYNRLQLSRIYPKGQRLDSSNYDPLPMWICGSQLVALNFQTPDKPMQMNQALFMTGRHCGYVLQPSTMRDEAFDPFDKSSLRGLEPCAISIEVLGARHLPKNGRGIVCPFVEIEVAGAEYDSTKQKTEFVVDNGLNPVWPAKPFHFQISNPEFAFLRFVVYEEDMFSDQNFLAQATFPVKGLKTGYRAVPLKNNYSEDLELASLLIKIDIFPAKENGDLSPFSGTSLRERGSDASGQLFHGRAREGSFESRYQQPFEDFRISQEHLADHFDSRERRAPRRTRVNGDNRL
DDE Tn6 FP inh – DD(E)-Tn6 binding inhibition, primary FP screen; 370,000 compounds, 0.21% hits; inhibition, % at 8.3 µM; Fibrin DD(E) TRITC-Tn6 fluorescence polarization displacement; P02675; AID 720509;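 active means inhibition above a per-campaign cutoff: mean of compounds within control limits plus 3 SD, cut at about 15% in these data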;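 further: 0% = median of all compound wells on the plate and 100% = blocking peptide control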
UHRF1 MBD2 ctr – UHRF1 methyl-DNA binding inhibition | 370,000 compounds, 0.75% hits | UHRF1 binding to methylated oligo, TR-FRET | inhibition, % at 4.4 µM | Q96T88; in the data active means inhibition above about 21%;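 further: UHRF1 SRA domain binding a hemimethylated CpG hairpin DNA probe; 0% = median of test compound wells and 100% = reference inhibitor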
ARFGAP1 inhibitor – inhibitors of rat ARFGAP1 | Q62848 | Arfgap1-stimulated ARF1 GTP hydrolysis, GDP FP detection | inhibition, % at 16.5 µM | 360,000 compounds, 0.26% hits | AID 651572;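 active means inhibition above a per-plate limit, mean inhibition of low control wells plus 3 SD, cut at about 25% in these data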;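 further: 0% = DMSO wells with enzyme and 100% = wells lacking Arfgap1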
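Material: rat Arfgap1 catalytic domain, aa 1-136; also added: human ARF1(Δ1-17)-GTP substrate; compound dosing: one concentration, 16.5 µM, DMSO 1.26%; incubation: GTP hydrolysis reaction 2 h at 25 °C; measured by: Tracer-displacement fluorescence polarization with EDTA stop, 620/688 nm; evaluation: % inhibition from polarization; repeats: one replicate per compound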
PLCb3 inh – PLC-beta3 (human) inhibition, primary screen; Q01970; Purified PLC-beta3, fluorogenic substrate, fluorescence; inhibition, % at 12.2 µM; 370,000 compounds, 0.18% hits; in the data active means inhibition above about 11%;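 further: 0% = median of compound wells on plate and 100% = full blocker control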
NR1D1 modulator – modulates human Rev-erb alpha binding to DNA | activity, % at 10 µM | P20393 | AID 1259318 | Rev-erbα–FITC-DNA binding, fluorescence polarization, 90 min | 370,000 compounds, 0.79% hits;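 active means activity above about 14%, limit read from the data; passing the limit was not always enough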;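 further: 0% = DMSO wells with 35 nM protein and 100% = DMSO wells with 750 nM protein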
DDE Tn7 FP inh – inhibitors of Tn7 peptide binding to human fibrin DD(E); P02675; FP displacement of FITC-Tn7 peptide from fibrin DD(E); 0% = median of compound wells per plate; inhibition, % at 8.3 µM; 370,000 compounds, 0.13% hits; AID 720508;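 active means inhibition above the mean of compounds falling within the control limits plus 3 SD of them, cut at about 14% in these data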;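 further: 0% = plate median of compound wells and 100% = 10 µM Aha-Tn7 peptide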
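Also added: labelled Tn7 tracer, 0.1 µM; Assay system: human fibrin DD(E) protein; Amount: 2 µM fibrin DD(E); Schedule: 10 min compound pre-incubation, 3 h probe incubation at room temperature; Repeats: one replicate per compound; Read-out basis: percent inhibition; Measured by: fluorescence polarization of the labelled Tn7 tracer.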
KLK7 zymogen act – proKLK7 (human) activation, primary screen; P49862; purified proKLK7, EDANS-DABCYL substrate fluorescence; 100% is mature enzyme control, 0% vehicle; activation, % at 7 µM; 370,000 compounds, 0.9% hits; AID 652039;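 active means activation above the mean of all tested compounds plus 3 SD, computed per campaign excluding outliers beyond control limits, cut at about 13% in these data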
Numbers without * were called inactive; · = not tested or not shown; & = joins results of further samples.

Preview:
NR1D1 modulator,DDE Tn7 FP inh,PLCb3 inh,DDE Tn6 FP inh,ARFGAP1 inhibitor,UHRF1 MBD2 ctr,ASAP1 inh,PLC-gamma1 inh,KLK7 zymogen act,sPLA2-III inh,Molecule
-3,-9,3,6,·,1,·,2,0.7,-4,COC(=O)[C@]12C[C@H](CC(=O)NCc3ccccc3)C(=O)N(CCC3=CCCCC3)C1=C[C@H](C1CCCC1)O[C@@H]2C
4,-6,-2,0,3,5,8,1,0.0,-1,O=C(Nn1cnnc1)c1cc(Br)ccc1Cl
-2,0,4,2,8,0,-5,4,0.5,0,CC1=C(C#N)C(=O)NC(C)(C)C1

The whole of this part, from the first entry:
NR1D1 modulator,DDE Tn7 FP inh,PLCb3 inh,DDE Tn6 FP inh,ARFGAP1 inhibitor,UHRF1 MBD2 ctr,ASAP1 inh,PLC-gamma1 inh,KLK7 zymogen act,sPLA2-III inh,Molecule
-3,-9,3,6,·,1,·,2,0.7,-4,COC(=O)[C@]12C[C@H](CC(=O)NCc3ccccc3)C(=O)N(CCC3=CCCCC3)C1=C[C@H](C1CCCC1)O[C@@H]2C
4,-6,-2,0,3,5,8,1,0.0,-1,O=C(Nn1cnnc1)c1cc(Br)ccc1Cl
-2,0,4,2,8,0,-5,4,0.5,0,CC1=C(C#N)C(=O)NC(C)(C)C1
-4,-4,1,-5,-4,-3,5,2,0.2,-9,CC(C)(C(N)=O)N1CCN(c2ncc(C(F)(F)F)cc2Cl)CC1
-3,0,-2,1,-10,0,-8,-3,0.1,-5,O=C(OCc1ccc([N+](=O)[O-])cc1)C1CC(=O)N(CCc2ccccc2)C1 (centres undefined)
1,2,5,-4,0,-4,5,2,-0.1,4,C=CCOc1ccc(C2N3CC4(C)CN2CC(CCC)(C3)C4=O)cc1 (centres undefined)
-9,2,-1,-1,-12,3,0,1,-0.7,3,Cc1cccc(-n2c(C)nc3cc(C(=O)NCCN4CCOCC4)ccc32)c1
0,6,-6,1,6,0,1,-7,0.2,-34,COc1ccc(OC)c(NC(=O)Cn2c(CCC(=O)O)ccc2-c2ccc(C)cc2)c1
·,-7,10,-5,-10,4,7,9,-0.6,-1,c1csc(CN2CCOCC2)c1
5,2,-1,4,3,-1,1,-1,0.4,14,Cc1cc(N)n(-c2ccccn2)n1
2,-4,0,2,-4,0,1,-4,-0.5,7,Nc1nc(-c2ccccn2)nc(N)c1Cc1ccccc1F
1,-1,-2,0,-2,-1,-9,-1,-0.8,-4,O=C(O)CCC(=O)c1c[nH]c2ccccc12
1,-10,0,10,-6,1,2,2,-0.1,0,CCN1CCCC1CNC(=O)c1cc2c(C)nc3ccccc3c2o1 (centres undefined)
-1,-2,-5,3,3,4,5,3,-0.8,0,CCOC(=O)c1ccc(Oc2cc(C)nc(Cl)n2)cc1
7,-8,-1,1,-6,3,-4,0,0.6,-5,CCCCCCCCNC1=CC(=O)CC(C)(C)C1
3,-4,4,-1,7,2,20,2,0.8,3,Cc1ccc(S(=O)(=O)N2CCOCC2)cc1C(=O)Nc1ccccn1
1,3,-1,-3,4,2,4,0,0.9,10,CCOc1cc(C(=O)NCc2ccc(F)cc2)ccc1OCC(=O)N1CCCCC1
-25,5,-21,-4,-7,-2,-13,-18,-1.0,-6,NC(=O)CC1Nc2cccc3cccc(c23)NC1=O (centres undefined)
-2,2,3,-1,9,-1,-3,0,0.4,4,CCOC(=S)N/C(=N\S(=O)(=O)c1ccc(C)cc1)c1ccccc1
-4,-4,2,-4,2,2,1,2,-0.2,-1,Cc1ccc(SCC(=O)OCC(=O)N(C)CC(=O)Nc2ccc(F)cc2)cc1
5,5,-6,4,-7,1,-10,-5,-0.9,2,O=C(O)[C@@H]1CCCN1C(=O)CCc1c[nH]c2ccccc12
9,7,-7,8,11,0,-2,-1,0.1,6,O=C(COC(=O)c1c(F)cccc1Cl)NC1CCCCC1
2,4,3,5,-7,-1,-19,-2,0.5,-2,CCn1c(SCc2ccccc2Cl)nc2ccccc21
-6,7,-7,-9,1,1,-5,-1,0.2,4,CCc1ccc(NC(=O)CCc2nnc3ccc(N4CCC5(CC4)OCCO5)nn23)cc1
-5,-3,-10,6,6,-5,0,-7,0.2,-6,COc1ccccc1NC(c1cccnc1)c1ccc2cccnc2c1O (centres undefined)
-2,-8,-7,-6,-12,0,19,-2,-0.2,-2,Cc1cc(C)c(NC(=O)CCc2c(C)noc2C)c(C)c1
1,0,-78,0,19,-3,14,-63,0.1,-1,c1ccc2[nH]c(CSc3nc4ccccc4o3)nc2c1
8,-3,1,-2,2,-2,15,7,-0.4,2,O=C(/C=C/c1ccc(Cl)cc1)NCCN1CCOCC1
6,-4,-75,-6,26*,1,9,-32,-2.0,-2,Cc1nc2ccc(C(=O)N3c4ccccc4N=C(c4ccc(C(F)(F)F)cc4)C3C(=O)NC(C)(C)C)cc2[nH]1 (centres undefined)
2,0,-9,8,1,3,5,2,-0.2,-11,O=C(CNC(=O)c1ccc(Cl)cc1)OCCCOC(=O)CNC(=O)c1ccc(Cl)cc1
-3,1,-4,-6,4,2,5,1,-0.5,-7,CN(Cc1cn(C)nc1-c1ccc(Oc2ccccc2)cc1)CC1COCCO1 (centres undefined)
-2,-5,-7,3,-11,3,5,-1,-0.2,4,CCN(CC)CCNC(=O)c1ccc(CS(=O)(=O)c2ccccc2C)o1
-2,-4,5,-7,11,0,-3,1,0.1,-10,CC(C)Oc1ccc(S(=O)(=O)N2CCCCC2)cc1NC(=O)CC1OC(=O)c2ccccc21 (centres undefined)
1,-6,1,-11,3,-4,-10,-2,0.3,5,O=C(COc1ccccc1)N1CCN=C1SCc1cccnc1
-6,-4,3,-12,-5,2,3,-60,0.1,-3,CCOC(=O)Cn1cc(C(=O)OC)c2ccccc21
-5,7,2,-5,4,0,10,2,-0.9,13,Cc1c(Cl)c(C(=O)N2CCCC2)nn1C
5,1,0,-4,15,-4,-26,-1,-0.1,6,O=C(Cc1ccccc1)Nc1ccccc1N1CCN(c2ccccc2)CC1
0,0,-5,-6,4,1,6,1,-1.1,1,COc1ccc(NC(=O)CN(c2ccccc2C)S(C)(=O)=O)c(OC)c1
-4,-3,3,4,2,-7,2,4,0.3,-2,CC1Cc2ccccc2N1CC(=O)NCc1ccccc1Cl (centres undefined)
5,7,-7,-11,8,0,-5,1,-0.7,4,Cc1cc(O)c2c(c1)C(=O)c1cc(O)cc(O)c1C2=O
-3,-3,-4,-4,-8,3,3,0,0.0,-2,O=C(Oc1ccc(C(=S)N2CCCCC2)cc1)c1ccccc1
-1,-4,-11,-2,5,0,5,-5,-0.4,5,CC(=O)Nc1ccc(NC(=O)CSc2nnc(-c3cc(C)[nH]n3)n2N)cc1
7,6,-6,2,10,3,5,4,0.6,5,CCN(CC)CCn1c2c(c(SCC(=O)Nc3ccccc3Cl)nc1=O)CCC2
6&4,4,-4,0,11,-3,7,-3,3.6,9,CCC(NC(C)C)C(O)c1ccc(O)c(O)c1 (centres undefined)
0,2,-10,-4,7,0,-3,4,0.4,4,CCN(CC)S(=O)(=O)c1cccc(C(=O)OCC(=O)NCc2ccccc2OC)c1
-12,1,-9,-8,0,-1,-3,2,-0.2,-3,CCC1(c2ccccc2)NC(=O)N(CC(=O)Nc2cc(Cl)ccc2N2CCN(C)CC2)C1=O (centres undefined)
-4,-1,0,-2,3,-4,-2,1,0.7,3,O=C1CN(C(=O)c2ccco2)C(c2ccc(F)cc2)c2cc(Cl)ccc2N1 (centres undefined)
0,-4,-7,-1,7,1,-5,0,-0.2,3,C/C(=N\O)C(C)(C)Nc1ccccc1F
-7,7,-13,1,6,4,-4,-5,-0.1,-11,CCCCc1nc2cc(C(=O)N3CCN(c4nc(C)cnc4C)CC3)ccc2o1
-4,5,2,8,-14,-5,9,-1,0.7,-1,CCN(CCNC(=O)C1CCN(S(C)(=O)=O)CC1)c1ccccc1
3,3,0,2,2,1,3,-4,0.2,4,CC(=O)NC1C(O)OC(CO)C(O)C1O (centres undefined)
-1,0,-1,1,2,3,3,0,0.1,4,COC(=O)c1sc2ccccc2c1C(=O)OC
6,-2,-8,2,3,4,4,-4,0.1,3,Cn1c(SCc2nc3ccccc3s2)nnc1-c1ccc2c(c1)OCO2
-6,-8,1,-2,-4,6,-5,7,0.8,-8,COc1ccc(Cc2noc(CN3CCN(Cc4cccc(Cl)c4)CC3)n2)cc1OC
-7,1,-10,0,-2,2,-2,2,-0.5,1,O=C(NNC(=O)c1cc(Br)ccc1Cl)c1csc(N2CCOCC2)n1
-1,0,-3,12,-6,0,-9,-1,-0.4,5,Cc1cccc(OCC(=O)N/N=C/c2ccccc2C(=O)O)c1
0,-6,1,6,4,0,-14,0,-0.5,-2,CCCCOc1ccccc1NC(=O)c1ccco1
-4,0,-23,-10,-2,-2,2,-13,-1.0,-3,Cc1ccc2c(c1)COc1c3ccc(C(=O)N4CCCCC4)cc3nn1-2
